Source: PubChem (Broad Institute)
EWS-Fli inh – EWS/Fli-driven NR0B1 reporter inhibitors, primary screen, A673 cells, NR0B1 luciferase, luminescence, MLPCN library; actives 0.67% (n = 350,000); inhibition, % at 12.6 µM; AID 651661, 2012; viability-normalised;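 active = mean inhibition of at least 50% after viability correction, with every replicate also passing that limit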;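 also: firefly luciferase signal divided by Alamar Blue viability fluorescence both relative to DMSO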
RAD52 inh – RAD52 DNA annealing inhibitors, primary screen, biochemical, FRET, single point, set 2. recombinant RAD52 DNA annealing, FRET fluorescence. inhibition, % at 18.7 µM. actives 0.46% (n = 360,000). AID 651710, 2012;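 active = every replicate showing at least 50% inhibition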
Target sequence (P43351 whole entry, looked up): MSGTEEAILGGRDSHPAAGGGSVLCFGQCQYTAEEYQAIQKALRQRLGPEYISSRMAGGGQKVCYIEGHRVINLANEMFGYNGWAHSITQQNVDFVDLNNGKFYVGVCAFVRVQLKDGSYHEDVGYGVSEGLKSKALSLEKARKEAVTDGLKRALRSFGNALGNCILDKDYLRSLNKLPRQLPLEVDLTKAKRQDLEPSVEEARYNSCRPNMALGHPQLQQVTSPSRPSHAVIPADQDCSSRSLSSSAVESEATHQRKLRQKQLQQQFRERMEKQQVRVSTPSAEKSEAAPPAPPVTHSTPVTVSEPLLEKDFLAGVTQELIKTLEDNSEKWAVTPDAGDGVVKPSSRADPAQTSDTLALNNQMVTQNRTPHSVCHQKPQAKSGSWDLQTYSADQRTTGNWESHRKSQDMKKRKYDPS
RAD54 inh – inhibitors of human RAD54 branch migration, primary screen, biochemical, fluorescence, single point | DNA repair and recombination protein RAD54-like (Homo sapiens), Q92698 | actives 0.14% (n = 360,000) | inhibition, % at 10.4 µM | RAD54 Holliday junction branch migration, FAM/BHQ fluorescence;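 active = mean normalized replicate activity at least 40 and at least half of replicates scoring 40 or more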;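 also: 0% = median of neutral control wells and 100% = median of positive control wells; inhibitors cause a drop in the FAM fluorescence signal; in these data hits start at about 50%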
E-selectin induc – E-selectin induction in HUVECs, primary screen, imaging, HUVEC, immunofluorescence imaging, single point | P16581 | activation, % at 7.58 µM | AID 686992, 2013 | actives 0.37% (n = 260,000) | normalized: neutral wells 0, TNF-alpha wells 100;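 active = mean E-selectin-positive cell signal at least 10% of the positive control, reached in at least 60% of replicates, without over 20% cell loss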;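 also: in these data hits start at about 27%; measured in HUVEC primary endothelial cells; signal is the percent of cells scored E-selectin positive by PE staining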
Target sequence (P16581 whole entry, looked up): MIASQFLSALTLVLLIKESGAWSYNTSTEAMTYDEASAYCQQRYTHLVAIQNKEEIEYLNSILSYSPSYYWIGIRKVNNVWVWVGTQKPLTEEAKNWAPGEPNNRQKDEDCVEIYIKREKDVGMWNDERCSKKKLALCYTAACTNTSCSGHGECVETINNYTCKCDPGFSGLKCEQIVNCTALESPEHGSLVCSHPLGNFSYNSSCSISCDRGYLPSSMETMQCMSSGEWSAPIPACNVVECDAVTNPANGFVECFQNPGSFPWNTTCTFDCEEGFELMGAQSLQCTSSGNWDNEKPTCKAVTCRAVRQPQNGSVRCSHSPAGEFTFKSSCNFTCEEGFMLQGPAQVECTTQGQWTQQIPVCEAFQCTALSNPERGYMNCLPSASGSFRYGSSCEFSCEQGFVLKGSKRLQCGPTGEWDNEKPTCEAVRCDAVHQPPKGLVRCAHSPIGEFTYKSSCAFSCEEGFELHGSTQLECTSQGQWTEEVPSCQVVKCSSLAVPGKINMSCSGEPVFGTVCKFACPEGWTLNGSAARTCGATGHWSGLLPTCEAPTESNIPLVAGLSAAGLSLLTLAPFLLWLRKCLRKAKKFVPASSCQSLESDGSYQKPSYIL
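Test system: HUVEC; input: 3,000 HUVEC/well; measured by: immunofluorescence imaging; read-out: % PE-positive cells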
S100A4 MyoIIA – inhibitors of S100A4-myosin IIA peptide binding, primary screen, biochemical, fluorescence polarization, TAMRA-MyoIIA peptide; actives 0.14% (n = 360,000); Protein S100-A4 (Homo sapiens), P26447; inhibition, % at 10.7 µM;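 active = mean inhibition of at least 70% across replicates, with every replicate also reaching that level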
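Compound dosing: one dose per compound; test system: human S100A4 monomer with TAMRA-labelled myosin IIA peptide; probe or stimulus: TAMRA-labelled myosin IIA heavy-chain peptide probe, 5 nM; medium: HEPES buffer with Ca2+, pH 7.2; schedule: 5 min incubation before reading; benchmarks: neutral control DMSO, positive control TFP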
FN deposition inh – inhibitors of fibronectin matrix deposition, primary screen, AH1F cells, Alexa488-fibronectin fluorescence, plate reader; AH1F fibroblasts, overnight; inhibition, % at 12.6 µM; actives 0.086% (n = 350,000); AID 743247, 2014;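 active = mean inhibition across replicates of 30% or more, regardless of how many single replicates reach that level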;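 also: positive control wells lacked labelled fibronectin entirely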
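Assay system: AH1F fibroblasts assembling fluorescent fibronectin matrix; Amount: 10000 AH1F cells per well; Buffer or medium: DMEM, 2% serum; Probe or stimulus: Alexa488-fibronectin, 24 nM final in well; Doses: single compound dose, delivered by pin transfer; Incubation: 1 h adhesion, overnight exposure; Measured by: fluorescence 485/525 nm; Read-out: fibronectin deposition inhibition.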
XiGFP reactiv – activators of inactive X chromosome reactivation, primary screen, imaging, XiGFP fibroblasts, GFP high-content imaging, set 2 | XiGFP mouse fibroblasts, % GFP-positive cells imaging, 3 d; cells co-treated with 5-aza-dC sensitizer; scaled so ellipticine positive control = 100% | activation, % at 7.58 µM | actives 0.055% (n = 360,000) | AID 743238, 2013;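 active = mean normalized replicate activation at least 10% and every replicate at or above 10%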;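 also: 0% = median of on-plate neutral control wells and 100% = ellipticine 6 µM median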
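assay system = SV40-immortalized XiGFP fibroblast cells, line 68-5-11 | buffer or medium = DMEM plus 5-aza-dC sensitizer | doses = single-point pinned compound dosing | times = 3-day compound exposure, then 15 min fixation at room temperature | benchmarks = positive control ellipticine, 6 µM final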
esBAF inh – Bmi1 luciferase reporter increase in mESCs, primary screen, esBAF inhibitor project, mouse ES cells, Bmi1 luciferase knock-in, single point. 24 h; 100% = twice the neutral-well signal. reporter increase, % at 12.5 µM. actives 2% (n = 350,000). AID 602393, 2012; in the data active = activation above about 40%;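 also: 0% = median of the plate's neutral control wells and 100% = double that signal; a rise in the Bmi1 reporter signal indicates esBAF inhibition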
* marks the source's active call; other numbers are inactive results; nt = not tested or not shown.

SMILES	EWS-Fli inh	RAD52 inh	RAD54 inh	E-selectin induc	S100A4 MyoIIA	FN deposition inh	XiGFP reactiv	esBAF inh
CN1C(=O)C(=Cc2ccc(Sc3ccccc3)o2)C(=O)N(C)C1=O	-1	-51	nt	nt	-39	19	0.1	nt
COC(=O)[C@@H]1[C@@H](CO)[C@@H]2Cn3c(ccc(-c4ccc(F)cc4)c3=O)[C@H]1N2Cc1ccccc1	-6	-3	1	-0.3	9	nt	0.6	0
CCC1CN1P(=O)(c1ccccc1)N1CC1CC (stereo not drawn)	0	18	1	-1.5	7	nt	0.3	6
C[C@]12CCC(=O)C=C1CCC1C2CC[C@@]2(C)C1CC[C@@H]2O (stereo partly drawn)	4	-1	3	-0.2	2	-5	0.1	-9
COc1ccc(O)c2c(=O)c3c(OC)cc4c(c3oc12)C1C=COC1O4 (stereo not drawn)	37	-9	2	nt	-1	nt	nt	-20
CCOC(=O)C1(CCCc2ccccc2)CCN(C2CCC2)CC1	13	-4	0	-5.0	-2	-4	0.0	2
CCOC(=O)[C@]12Cc3ccccc3[C@H]1N(Cc1ccccc1)C(=O)c1ccccc12	7	-2	-6	-0.2	-1	-4	0.2	3
CCn1ccnc1CN1CCCC(C(=O)c2ccc(OC)cc2OC)C1 (stereo not drawn)	16	-12	1	nt	0	-2	0.3	-13
COC(=O)C[C@]1(C(=O)OC)CN(C#N)N(c2ccc(Cl)cc2)C12c1ccccc1-c1ccccc12	nt	-8	-8	nt	1	41*	nt	nt
O=C(NCCCN1CCOCC1)C(Cl)(Cl)Cl	-5	-15	nt	-0.6	-3	-3	0.2	nt
Cc1[nH]c2ccc(O)cc2c1CCN	-7	81*	2	-0.1	5	-6	0.4	6
CC12C(C(=O)O)C1(c1ccccc1)C2C(=O)O (stereo not drawn)	14	-4	nt	-0.3	-5	0	-0.1	nt
O=C(Nc1ccc(Cl)c(Cl)c1)c1ccco1	-63	-11	9	0.0	-17	7	0.2	60*
O=c1c2ccccc2nc(CNc2ccccc2)n1-c1ccccc1	5	-9	3	0.3	-5	-12	0.0	nt
CNC(=O)O/N=C(\N)Cc1csc2ccc(Cl)cc12	46	-4	nt	-0.5	5	4	0.0	nt
Cc1cccc(C)c1N1CCN(c2c(C)cccc2C)CC1	2	-9	-12	-0.3	-5	4	0.1	-1
Cc1ccc(C(=O)COC(=O)Cc2ccccc2)cc1	-9	-3	0	-0.2	-1	0	0.0	12
CNCCc1c[nH]c2ccc(O)cc12	-7	13	-7	-0.2	1	-6	-0.1	-2
O=C1C2CC(CN3CCCCC23)C2CCCCN12 (stereo not drawn)	-7	-12	-1	nt	-3	nt	nt	6
O=C/C=C/c1ccccc1	2	-9	-8	nt	-1	nt	nt	-5
O=C1CNC[C@@H]2[C@@H](c3ccc(Br)cc3)[C@@H](CO)N12	0	1	nt	-0.1	4	-14	0.1	nt
Cc1ccc(-n2c(O)c(/C=N/NC(=O)c3ccncc3)c(=O)[nH]c2=O)cc1C	-5	-13	nt	nt	-5	3	0.0	nt
C=C1C2C[C@H](O)C(C)(C)[C@@]2(O)[C@H](O)C[C@]23C[C@@](C)(O)[C@H](CC[C@H]12)[C@H]3OC(C)=O (stereo partly drawn)	1	-8	-1	-0.2	-2	4	0.0	-7
CCCCn1nnnc1C(c1ccccc1)N1CCC2(CC1)C(=O)NCN2c1ccccc1 (stereo not drawn)	0	-11	-2	-0.8	-2	-5	0.0	0
C[N+]1(CC(COCc2ccccc2)OC(=O)Cc2ccccc2)CCOCC1 (stereo not drawn)	-10	-6	nt	nt	4	2	0.0	nt

Laid out differently: results already given
| structure | EWS-Fli inh | RAD52 inh | RAD54 inh | E-selectin induc | S100A4 MyoIIA | FN deposition inh | XiGFP reactiv | esBAF inh |
| --- | --- | --- | --- | --- | --- | --- | --- | --- |
| COC(=O)[C@@H]1[C@@H](CO)[C@@H]2Cn3c(ccc(-c4ccc(F)cc4)c3=O)[C@H]1N2Cc1ccccc1 | -6 | -3 | 1 | -0.3 | 9 | nt | 0.6 | 0 |
| CCC1CN1P(=O)(c1ccccc1)N1CC1CC (stereo not drawn) | 0 | 18 | 1 | -1.5 | 7 | nt | 0.3 | 6 |
| C[C@]12CCC(=O)C=C1CCC1C2CC[C@@]2(C)C1CC[C@@H]2O (stereo partly drawn) | 4 | -1 | 3 | -0.2 | 2 | -5 | 0.1 | -9 |
| COc1ccc(O)c2c(=O)c3c(OC)cc4c(c3oc12)C1C=COC1O4 (stereo not drawn) | 37 | -9 | 2 | nt | -1 | nt | nt | -20 |
| CCOC(=O)C1(CCCc2ccccc2)CCN(C2CCC2)CC1 | 13 | -4 | 0 | -5.0 | -2 | -4 | 0.0 | 2 |

5 entries from above, reformatted.
molecule,EWS-Fli inh,RAD52 inh,RAD54 inh,E-selectin induc,S100A4 MyoIIA,FN deposition inh,XiGFP reactiv,esBAF inh
CCOC(=O)C1(CCCc2ccccc2)CCN(C2CCC2)CC1,13,-4,0,-5.0,-2,-4,0.0,2
CCOC(=O)[C@]12Cc3ccccc3[C@H]1N(Cc1ccccc1)C(=O)c1ccccc12,7,-2,-6,-0.2,-1,-4,0.2,3
CCn1ccnc1CN1CCCC(C(=O)c2ccc(OC)cc2OC)C1 (stereo not drawn),16,-12,1,nt,0,-2,0.3,-13
COC(=O)C[C@]1(C(=O)OC)CN(C#N)N(c2ccc(Cl)cc2)C12c1ccccc1-c1ccccc12,nt,-8,-8,nt,1,41*,nt,nt
O=C(NCCCN1CCOCC1)C(Cl)(Cl)Cl,-5,-15,nt,-0.6,-3,-3,0.2,nt

In the list so far, these contain four or more nitrogen atoms:
SMILES	EWS-Fli inh	RAD52 inh	RAD54 inh	E-selectin induc	S100A4 MyoIIA	FN deposition inh	XiGFP reactiv	esBAF inh
Cc1ccc(-n2c(O)c(/C=N/NC(=O)c3ccncc3)c(=O)[nH]c2=O)cc1C	-5	-13	nt	nt	-5	3	0.0	nt
CCCCn1nnnc1C(c1ccccc1)N1CCC2(CC1)C(=O)NCN2c1ccccc1 (stereo not drawn)	0	-11	-2	-0.8	-2	-5	0.0	0

Going on with the list:
SMILES	EWS-Fli inh	RAD52 inh	RAD54 inh	E-selectin induc	S100A4 MyoIIA	FN deposition inh	XiGFP reactiv	esBAF inh
[O-]c1ccccc1-[n+]1c(-c2ccccc2)cc(-c2ccccc2)cc1-c1ccccc1	38	61*	-1	-0.1	-2	1	-0.2	-37
O=C(Cc1cccnc1)N1CCCCN2[C@@H](CO)[C@H](c3ccc(C#CC4CC4)cc3)[C@@H]2C1	24	10	-4	nt	7	nt	nt	nt
S=c1[nH]c2ccccc2[nH]1	1	-11	nt	-0.4	-4	2	0.1	nt
COC(=O)c1ccc(CN2CCSC2=N)cc1	-11	-7	-1	nt	-1	2	0.0	-2
O=C1NC(=O)N(CCc2ccc(F)cc2)C(=O)/C1=C/c1ccco1	20	-124	nt	0.7	-13	11	0.0	nt
CCOP(=O)(OCC)C(NS(=O)(=O)c1ccccc1)C(Cl)(Cl)Cl (stereo not drawn)	2	-5	nt	nt	4	-1	0.0	nt
CCOc1ccc(NC(=O)c2ccc(NC(=O)COC(=O)Cc3ccccc3)cc2)cc1	-29	-13	nt	3.1	2	6	0.3	nt
Cc1cc(=O)oc2cc(OCC(=O)N3C[C@H]4C[C@@H](C3)c3cccc(=O)n3C4)c(Cl)cc12	-11	-12	-9	nt	-4	nt	nt	-1
COC(=O)C1=C(c2ccc(OC(F)(F)F)cc2)C[C@@H]2CC[C@H]1N2C(=O)NCc1cccc2ccccc12	0	-2	-3	0.2	0	-4	0.5	-3
Cc1cc2ccccc2c(=O)n1CC(=O)NCC(=O)N1CCC2(CC1)OCCO2	2	-4	nt	nt	13	nt	0.0	nt
CCn1cc(C(=O)N2CCOCC2)c2ccccc21	7	-18	nt	3.8	3	6	0.0	nt
CN(C)CCCN=Cc1c(O)n(Cc2ccco2)c(=O)[nH]c1=O	3	-17	-7	0.5	-1	-7	-0.1	-4
O=C(CN1CCCCC1)c1ccccc1F	-76	-7	nt	nt	3	nt	0.0	nt
COc1cc2[nH]c(C(=O)N3CCC4(CC3)OCCO4)cc2c(OC)c1OC	nt	-10	-2	-0.1	4	-1	0.1	0
Cc1ccc(CN2CCCN(Cc3ccccc3C)S2(=O)=O)cc1	-6	-6	-1	-0.1	-1	-3	0.2	-5
COC(=O)C1=C(c2ccc(OC(F)(F)F)cc2)C[C@@H]2CC[C@H]1N2C(=O)N1CCc2cc(OC)c(OC)cc2C1	9	-15	nt	-0.1	-5	13	0.0	nt
COc1ccc(C2=CC(c3ccc(OC)c(OC)c3)c3c(c4ccccc4oc3=O)O2)cc1OC (stereo not drawn)	58*	-19	4	0.2	-4	10	0.5	8
O=C1CC(=O)N(Cc2ccccc2)C(=O)N1CCCCCCN1C(=O)CC(=O)N(Cc2ccccc2)C1=O	10	-123	-18	0.0	-5	4	-0.1	nt
N#CCCCCC#N	0	2	2	nt	-5	nt	nt	1
O=C1NCN(c2ccccc2)C12CCN(C(c1ccccc1OC(F)(F)F)c1nnnn1C1CCCCC1)CC2 (stereo not drawn)	-5	-16	-11	0.9	4	3	0.3	-4
Nc1ccncc1Cl	1	-16	nt	nt	-4	14	0.0	nt
COC1=CC2C3Cc4ccc(OC)c(O)c4C2(CCN3C)CC1=O (stereo not drawn)	-5	-13	-12	-0.4	-3	1	0.1	2
COc1ccc2nc3oc(C(=O)N4CCC5(CC4)OCCO5)cc3cc2c1	-18	4	nt	nt	4	-6	0.3	nt
COc1ccc(C(Nc2ccccc2)P(=O)(Oc2ccccc2)Oc2ccccc2)cc1 (stereo not drawn)	nt	nt	-14	0.6	nt	-5	0.0	-6
CC(C)c1ccc(OCC(=O)N2CCCN(C)CC2)cc1	-8	-21	-6	-0.4	-4	-6	0.2	nt
CCCCNC(=O)c1c(N)n(Cc2ccc3c(c2)OCO3)c2nc3ccccc3nc12	2	-148	-1	nt	10	nt	nt	-4
CN(C)C(=O)Oc1ccc(Br)c2ccccc12	-2	-22	-2	2.6	-1	4	0.0	-7
c1cncc(CNC2CCCC2)c1	5	2	nt	nt	-4	-3	0.0	nt
O=C(Cc1ccccn1)N1CCCCN2[C@H](CO)[C@@H](c3ccc(Br)cc3)[C@H]2C1	-11	-8	2	0.0	-3	nt	0.0	-1

An excerpt; the hit share may differ from the screen's.
